Screens (PubChem)
All columns: NCI-60 one-dose screen, growth in % after 48 h at 10 µM unless noted; 100 = growth as untreated, 0 = no growth, -100 = all killed.
OVCAR-3 – OVCAR-3 ovarian cancer; 7% of 79,000 active; AID 1794787
NCI/ADR-RES – NCI/ADR-RES ovarian cells; 4.4% of 81,000 active; AID 1794790
OVCAR-4 – OVCAR-4 ovarian cancer cells | 3.7% of 80,000 active | AID 1794784
IGROV1 – IGROV1 ovarian cancer. 4.7% of 79,000 active. AID 1794786
SK-OV-3 – SK-OV-3 ovarian cancer cells; 3.2% of 80,000 active
OVCAR-5 – OVCAR-5 ovarian cancer. 2.9% of 82,000 active. AID 1794783
OVCAR-8 – OVCAR-8 ovarian cancer. 4.4% of 81,000 active
DU-145 – DU-145 prostate cancer. 4.2% of 81,000 active
The depositor's hits bear a star; nt = not tested or not shown; & = joins results of further samples; [ ] = remark or other dose. The calls were made as follows: active = growth percent below 10; inactive = the rest.

SMILES	OVCAR-3	NCI/ADR-RES	OVCAR-4	IGROV1	SK-OV-3	OVCAR-5	OVCAR-8	DU-145
COC(=O)[C@]12CC[C@@H](C)[C@H](C)[C@@H]1C1=CC[C@@H]3[C@@]4(C)C(c5cnco5)=C[C@@](C)(CO)C4=CC[C@@]3(C)[C@]1(C)CC2	50.1	53.9	40.6	77.6	67.2	78.8	60.8	29.4
CC(=O)N1CCN(CCNC(=O)n2cc(-c3ccncc3)c(-c3cc(O)cc(Cl)c3)n2)CC1	102.0	100.7	116.3	76.2	100.8	110.1	66.0	89.5
O=C(O)CN1C(=O)CSC1=S	113.0	105.1	107.1	120.1	117.5	102.5	114.7	112.5
CC(=O)c1ccc(NC(=O)CSc2nnc(-c3ccc(NC(=O)c4cccnc4)cc3)o2)cc1	116.3	103.2	116.4	103.4	104.1	113.3	91.8	112.3
CCSc1nc(N)c(Br)c(Sc2nc(N)nc3nc[nH]c23)n1	nt	96.4	94.3	86.4	86.3	105.9	97.0	71.7
CC(=O)Nc1cc(C)cc(C(=O)O)c1C	115.7	102.5	101.9	112.0	114.0	104.1	99.5	111.9
Fc1cc(-c2nnc(Nc3ccc(Br)cc3)o2)cc(F)c1F	106.4	102.0	99.8	93.6	93.2	109.1	96.3	106.6
O=C=NC(c1ccccc1)(c1ccccc1)c1ccccc1	115.6	108.9	114.8	104.6	89.1	99.1	97.4	105.8
CC[C@H]1OC(=O)[C@H](C)[C@@H](O[C@H]2C[C@@](C)(OC)[C@@H](O)[C@H](C)O2)[C@H](C)[C@@H](O[C@@H]2O[C@H](C)C[C@H](N(C)C)[C@H]2O)[C@](C)(O)C[C@@H](C)/C(=N\OCOCCOC)[C@H](C)[C@@H](O)[C@]1(C)O	112.1	101.5	107.9	103.2	101.1	103.6	104.6	110.3
COC(=O)c1ccc(NC(=O)CSc2nc3ccccc3s2)cc1	104.7	94.7	89.9	104.4	98.1	112.1	105.0	103.5
CC1(C)CC[C@]2(CO)CC[C@]3(C)[C@](O)([C@H](O)C[C@@H]4[C@@]5(C)CCCNC(C)(C)[C@@H]5CC[C@]43C)[C@@H]2C1	101.3	100.3	96.2	102.1	98.2	106.0	101.2	102.8
C=C1c2c(C)nn(-c3ccc(OC)cc3)c2N(C)C23C[C@@H]1C1(C)c4c(C)nn(-c5ccc(OC)cc5)c4N(C)C(C)(C[C@H]12)C3 (stereo partly drawn)	24.0	35.0	28.1	70.8	60.2	61.7	31.8	56.2

Reprinted from the part before: 2 compounds, then new ones.
SMILES	OVCAR-3	NCI/ADR-RES	OVCAR-4	IGROV1	SK-OV-3	OVCAR-5	OVCAR-8	DU-145
CC1(C)CC[C@]2(CO)CC[C@]3(C)[C@](O)([C@H](O)C[C@@H]4[C@@]5(C)CCCNC(C)(C)[C@@H]5CC[C@]43C)[C@@H]2C1	101.3	100.3	96.2	102.1	98.2	106.0	101.2	102.8
C=C1c2c(C)nn(-c3ccc(OC)cc3)c2N(C)C23C[C@@H]1C1(C)c4c(C)nn(-c5ccc(OC)cc5)c4N(C)C(C)(C[C@H]12)C3 (stereo partly drawn)	24.0	35.0	28.1	70.8	60.2	61.7	31.8	56.2
CCc1c(C(=O)N(CC)Cc2ccccc2)[nH]c(C)c1C(C)=O	116.3	116.1	88.5	107.2	114.7	105.5	112.3	113.1
c1ccc(/C(=N\Nc2ccc3ccccc3n2)c2ccccn2)cc1	22.1	11.4	10.1	2.5*	20.5	51.1	11.1	nt
O=C(O)CCC(C(=O)O)N1C(=O)/C(=C/C(Cl)=C/c2ccccc2)SC1=S (stereo not drawn)	119.7	95.6	95.7	96.3	110.7	100.6	102.3	104.8
N[C@@H](Cc1cn(-c2ccccc2SCc2ccc(O)cc2)nn1)C(=O)O	105.6	102.5	98.9	99.4	96.7	98.7	104.6	106.8
COc1ccc(/C(=C/c2cc(OC)c(OC)c(OC)c2)[N+](=O)[O-])cc1	-54.3*	33.8	37.3	-4.8*	91.0	98.6	13.4	16.3
C#C[C@]1(O)CC[C@H]2[C@@H]3CC=C4c5sc(-c6ccc(F)cn6)nc5CC[C@]4(C)[C@H]3CC[C@@]21C	56.2	44.8	57.8	49.8	21.2	59.9	42.8	47.3
CCCC(=O)Oc1ccc2c(c1)Oc1cc(OC(=O)CCC)ccc1C21OC(=O)c2ccccc21	101.6	107.8	107.6	94.2	100.3	101.2	97.3	109.0
CCOC(=O)N/N=C/c1ccc(OC)cc1	110.4	109.7	119.9	110.4	101.6	102.5	106.8	112.2
CC1=CNC(=O)CC(C)(C)C1	113.2	106.6	94.7	100.6	106.4	102.9	101.4	108.7
COC(=O)N1CCc2cc(OC)c(O)cc2C1Cc1c(Br)cccc1Oc1ccccc1 (stereo not drawn)	101.0	79.7	83.8	65.3	103.9	97.8	84.5	101.1
COc1ccc(NC=O)cc1	126.2	96.2	109.9	97.8	98.3	93.9	109.3	126.7
O=C(Oc1ccc[nH]c1=O)c1ccccc1	108.9	108.3	99.7	106.0	104.3	100.0	112.7	110.8

No new results follow: 6 of the compounds above.
SMILES	OVCAR-3	NCI/ADR-RES	OVCAR-4	IGROV1	SK-OV-3	OVCAR-5	OVCAR-8	DU-145
CCCC(=O)Oc1ccc2c(c1)Oc1cc(OC(=O)CCC)ccc1C21OC(=O)c2ccccc21	101.6	107.8	107.6	94.2	100.3	101.2	97.3	109.0
CCOC(=O)N/N=C/c1ccc(OC)cc1	110.4	109.7	119.9	110.4	101.6	102.5	106.8	112.2
CC1=CNC(=O)CC(C)(C)C1	113.2	106.6	94.7	100.6	106.4	102.9	101.4	108.7
COC(=O)N1CCc2cc(OC)c(O)cc2C1Cc1c(Br)cccc1Oc1ccccc1 (stereo not drawn)	101.0	79.7	83.8	65.3	103.9	97.8	84.5	101.1
COc1ccc(NC=O)cc1	126.2	96.2	109.9	97.8	98.3	93.9	109.3	126.7
O=C(Oc1ccc[nH]c1=O)c1ccccc1	108.9	108.3	99.7	106.0	104.3	100.0	112.7	110.8

(continued)
SMILES	OVCAR-3	NCI/ADR-RES	OVCAR-4	IGROV1	SK-OV-3	OVCAR-5	OVCAR-8	DU-145
NS(=O)(=O)c1nc(Cl)c2[nH]cnc2n1	110.4	111.3	nt	100.4	104.1	106.4	105.1	113.0
COc1cccc(/C=C/c2c(C(=O)c3ccccc3)c(=O)[nH]c3ccccc23)c1	107.5	109.2	100.0	82.6	94.9	101.5	92.0	111.2
CCOC(=O)c1cc2c(n1Cc1cc(OC)c(OC)c(OC)c1)-c1oncc1CCC2	-22.0*	3.5*	nt	33.3	11.2	56.2	16.6	13.0
O=C(CSc1nnc(-c2ccc(-c3nc4ccc(Cl)cc4[nH]3)cc2)o1)Nc1ccc(C(=O)/C=C/c2ccccc2)cc1	117.9	106.0	104.5	97.7	105.3	106.8	101.7	113.8
Oc1ccc(CN2CCC(N3CCCCC3)CC2)c2cccnc12	28.8	30.8	22.7	25.4	16.0	47.2	25.0	37.9
Nc1ccc(-c2nc3nc(N)nc(N)c3nc2-c2ccc(N)cc2)cc1	95.2	92.3	107.7	103.3	101.5	94.5	97.9	109.7
CN(C)c1ccc2c(=O)cc[nH]c2c1	108.0	103.5	103.6	107.3	99.5	106.4	101.0	109.5
CCn1cc(CNc2ccc(C(=O)Nc3ccc4ccccc4c3)cc2)c(C)n1	55.9	23.3	20.8	68.0	11.8	94.4	45.0	61.2
Cc1ccc(S(=O)(=O)Nc2ccc(C3=NNC(c4ccccc4F)C3)cc2)cc1 (stereo not drawn)	113.8	99.4	95.4	85.0	99.2	91.4	96.0	110.1
Clc1ccc2n[nH]nc2c1	98.8	104.6	106.2	100.9	110.6	102.7	105.7	nt
O=C(c1nc2ccccc2[nH]1)C1C(c2cccc([N+](=O)[O-])c2)C2CC3CCCCC3N2[C@@]12C(=O)Nc1cc(Cl)ccc12 (stereo partly drawn)	45.5	39.7	27.5	10.3	nt	32.0	45.1	27.0
Cc1cc(C)c2c(N)c(C(=O)c3ccccc3)sc2n1	100.5	97.5	103.2	131.9	115.0	91.9	96.6	nt
N#Cc1cnn(C2=NC(c3cccc([N+](=O)[O-])c3)c3sc4ccc(Cl)cc4c3N2)c1N (stereo not drawn)	107.1	94.4	101.4	77.2	95.0	95.6	102.7	110.0
CCOC(=O)c1c(C)c(-c2ccccc2)nc2ccccc12	109.1	96.6	97.6	100.0	99.7	93.5	101.0	104.2
C#C[C@]1(O)CC[C@H]2[C@@H]3CC=C4c5sc(Nc6ccc(C)cn6)nc5CC[C@]4(C)[C@H]3CC[C@@]21C	34.0	20.3	42.8	29.4	-44.8*	22.2	25.3	27.9
C[C@H]1C[C@@H]2[C@H]([C@@H](O)C[C@@]3(C)[C@H]2CC[C@]3(O)C(=O)COC(=O)CCC(=O)O)[C@@]2(C)C=CC(=O)C=C12	105.5	81.2	102.5	94.7	75.6	95.4	91.2	105.8
Oc1c(-c2nnc(-c3ccc(Cl)cc3)o2)sc2nnc(-c3ccccc3)c(-c3ccccc3)c12	78.6	42.5	nt	nt	90.1	110.6	79.5	96.7
O=c1c(F)cn(Cc2ccccc2CCl)c(=O)n1Cc1ccccc1CCl	-44.6*	-9.9*	-15.3*	-37.3*	10.3	-76.8*	-20.3*	-51.3*
O=C(c1ccc(F)cc1F)N1c2ccccc2Sc2ccccc21	56.8	44.8	82.6	66.9	78.4	79.4	65.4	79.8
c1ccc2c(c1)oc1c3cccnc3ccc21	106.2	99.7	83.0	54.4	87.7	100.2	99.7	101.5
CCS/C(Nc1ccccc1)=C(\C#N)C(=O)N/N=C/c1ccco1	104.2	101.1	106.3	104.9	99.4	105.8	92.1	105.8
COC(=O)c1cccc(C)c1[N+](=O)[O-]	112.2	106.0	nt	nt	nt	106.1	107.6	123.7
CSc1nc2c(c(=O)[nH]1)C1C(=C(c3ccc(Cl)cc3)N2)C(=O)N(Cc2ccccc2)c2ccccc21 (stereo not drawn)	54.3	72.7	46.6	99.5	126.0	97.4	60.1	89.6
CCCCC(=O)Nc1ncc(Cc2ccccc2Cl)s1	30.1	23.7	68.1	45.4	63.3	59.0	49.0	67.2
COc1ccc(Nc2nc3ccc(NS(=O)(=O)c4ccc(C)cc4)cc3[nH]c2=O)cc1	108.4	110.6	105.8	102.4	101.4	104.3	99.0	108.3
COc1cc(O)cc(/C=C/c2ccccc2)c1	95.6	94.2	107.3	87.1	109.8	98.7	91.3	105.5
COC(=O)c1[nH]c(=O)[nH]c(=O)c1[N+](=O)[O-]	105.6	109.7	114.5	115.9	106.3	102.5	112.4	104.0
O=C1Nc2ccccc2C/C1=C/c1nc2ccccc2c(=O)[nH]1	101.0	100.9	94.7	88.6	95.5	94.6	98.2	98.7
COc1ccc(CN2CCc3c(Cl)nc(N)nc3C2=O)c(OC)c1	-22.4*[100 µM]	4.3*[100 µM]	15.2[100 µM]	-37.3*[100 µM]	8.9*[100 µM]	45.1[100 µM]	1.0*[100 µM]	20.8[100 µM]
C/C1=C\CC2CCC(C)(O)C(CCC3(C)OC3CC1)C2(C)C (stereo not drawn)	78.2	112.6	90.6	80.6	104.0	107.4	88.3	107.9
COc1ccc(C2CC(=O)c3c(nc4ccc(Cl)cc4c3N)C2)cc1 (stereo not drawn)	111.8	105.1	102.2	99.7	116.7	95.4	107.1	101.2
O=[N+]([O-])c1ccc(O)c(O)c1	96.4	98.2	85.9	108.5	100.7	105.4	99.8	101.4
O=C(/C=C1\C=CN(CCCCCCO)c2ccccc21)n1ccc2ccccc21	98.7	102.3	96.5	68.9	94.3	98.5	92.1	110.5
COC(=O)C(C#N)=C(C)C	115.1	100.9	108.7	116.7	nt	111.2	107.1	114.7
CC(=O)C1=C(C)OC(N)=C(C#N)C1c1cccc(C2C(C#N)=C(N)OC(C)=C2C(C)=O)c1 (stereo not drawn)	86.0	104.9	108.6	107.6	103.3	107.9	89.3	92.7
Cc1ccc(C(=O)N=c2n(-c3ccccc3)nc3n2CCN3C2=NCCN2)cc1	101.5	98.4	nt	83.2	102.9	94.7	99.0	105.0
CCCCOC(=O)/C=C/c1ccc2c(OC)cc(/C=C/C(=O)OCCCC)c3c2c1C(=O)N(CCCC)C3=O	89.7	91.1	99.4	74.1	93.6	96.4	73.1	105.4
O=C(O)c1ccccc1-c1nc2ccccc2s1	nt	104.9	104.1	103.5	106.7	112.5	102.9	106.7
Cc1ccc(S(=O)(=O)NC(=O)n2ccc3c(Cl)ccnc32)cc1	105.4	102.0	104.6	98.9	113.0	103.7	102.8	110.1
NC(CO)(CO)CO	120.2&99.7	109.2&109.5	123.5&120.7	nt	109.6&117.0	103.7&92.2	111.9&113.4	108.3&108.9
COc1ccc2c(c1)c(-c1nc(-c3cn(C)c4ncccc34)cs1)cn2CCN	88.8	88.1	41.1	41.8	94.9	78.1	71.1	69.6
Cc1ccc2c(c1)C[C@@]1(C)c3ccccc3N(C)[C@H]1N2	106.5	101.8	103.5	110.7	116.1	101.1	100.4	108.7
COc1cc2c(=O)n(C)c3c4cc5c(cc4ccc3c2cc1OC)OCO5	83.3	72.2	73.3	81.2	100.4	126.7	81.4	85.6
Cc1cc([N+](=O)[O-])ccc1I	105.8	101.4	107.8	109.3	111.6	99.9	105.6	109.8
O=C(CC1(O)C(=O)N(Cc2ccccc2)c2ccccc21)c1cc2ccccc2oc1=O (stereo not drawn)	96.3	93.0	90.4	78.2	89.4	109.2	101.6	121.3
Cc1ccc(CN(Cc2ccc(-c3ccccc3S(C)=NC#N)cc2)C(=O)c2ccccc2Cl)cc1 (stereo not drawn)	90.5	84.1	74.8	68.6	84.0	105.2	92.2	95.9
NC(=O)c1cc(Cl)ccc1NC(=O)COc1ccccc1	27.2	31.4	101.4	54.5	62.8	80.5	60.1	60.4
